Screening data (PubChem BioAssay)
Abeta rescue – compounds reversing amyloid beta toxicity in yeast; yeast expressing A-beta42, growth rescue, OD600, 48 h; response scale: 0% DMSO, 100% iron-clioquinol control; Potency, µM (titrated, usually from 46.1 µM), for inactives: top-dose growth rescue, usual class: activators; 410,000 compounds, 0.063% hits; AID 1347071; further: potency means the concentration at half of the fitted maximal effect; nearly all actives have a fitted effect of over 55% in size
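Yeast growth medium received pinned compounds, then yeast cells expressing toxic A-beta were added; plates incubated at 30 C for 48 hr. Growth read as absorbance at 600 nm, normalized to DMSO and equimolar FeCl3 plus clioquinol controls.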
aSyn rescue – alpha-synuclein toxicity inhibition in yeast; Yeast expressing alpha-synuclein, growth rescue, BacTiter-Glo, 24 h; Potency, µM (series often up to 46.1 µM), for the others: top-dose growth rescue (activation), usual class: activators; 370,000 compounds, 0.14% hits; further: potency means the concentration at half of the fitted maximal effect; % of control where 0% means no effect; nearly all actives have a fitted effect of over 65% in size
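Galactose-induced alpha-syn yeast (OD600=0.02, raffinose-pregrown) + pinned cpd, 24 hr, 30 deg C; growth by BacTiter-Glo luminescence. Growth restoration scores as activation.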
GLP1R inv ag – GLP-1 receptor (human) inverse agonism. P43220. HEK293 GLP-1R CRE-luciferase, luminescence, 24 h; GLP-1R form is constitutively active. Potency, µM (titrated, usually from 38.3 µM), for inactives: at the top dose activity change, negative = inhibition, most hits filed as inhibitors. 410,000 compounds, 1.6% hits; further: potency means the concentration at half of the fitted maximal effect; on the % scale 0 is the no-effect control and ±100 the full control effect; nearly all actives have a fitted effect of over 55% in size
Target sequence (P43220 whole entry, looked up): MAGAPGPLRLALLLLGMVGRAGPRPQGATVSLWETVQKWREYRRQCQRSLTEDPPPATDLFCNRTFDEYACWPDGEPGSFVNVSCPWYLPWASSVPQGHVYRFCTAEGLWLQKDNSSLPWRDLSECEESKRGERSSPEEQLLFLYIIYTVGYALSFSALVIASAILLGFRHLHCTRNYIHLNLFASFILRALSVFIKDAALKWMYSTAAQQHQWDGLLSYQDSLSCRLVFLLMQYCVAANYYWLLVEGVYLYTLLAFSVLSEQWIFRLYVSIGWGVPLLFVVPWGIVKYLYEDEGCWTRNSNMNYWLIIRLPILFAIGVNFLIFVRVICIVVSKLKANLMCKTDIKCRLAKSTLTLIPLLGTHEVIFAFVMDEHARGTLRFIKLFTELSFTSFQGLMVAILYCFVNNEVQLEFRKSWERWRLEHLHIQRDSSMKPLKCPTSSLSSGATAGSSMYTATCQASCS
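Readout was luciferase luminescence, measured 12 min after detection reagent at room temperature. Beforehand, GLP-1R reporter HEK293 cells had sat 12 h, then received compounds for 24 hr at 37 deg C.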
FUS suppressor – rescues growth of FUS-expressing yeast | S. cerevisiae FUS-expressing, growth rescue, OD600, 24 h | Potency, µM (titrated, usually from 76.6 µM), for the others: top-dose growth rescue (activation), most hits filed as activators | 390,000 compounds, 0.24% hits | AID 1347120;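 further: potency means the concentration at half of the fitted maximal effect; plate controls were DMSO vehicle for no effect and reference control for full effect; nearly all actives have a fitted effect of over 55% in size; some results filed as inactive show a strong effect at the top dose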
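FUS-expressing yeast, raffinose-pregrown, induced in 2% galactose minimal medium at OD 0.005; compounds in a dilution series, 24hr at 30C. Growth restoration read as absorbance at 600 nm. CP55940 positive control, DMSO negative.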
PTHR1 ag – PTHR1 (human) receptor agonism | Q03431 | HEK293 GP2 PTHR1 cells, GloSensor cAMP luminescence, 1 h | Potency, µM (highest dose often 115 µM), inactives show at the top dose activation, most hits filed as activators | 410,000 compounds, 0.075% hits | AID 743266; further: potency means the concentration at half of the fitted maximal effect; nearly all actives have a fitted effect of over 55% in size; some results filed as inactive show a strong effect at the top dose; inactives centre near -15; many of its hits are not listed in these tables
Target sequence (Q03431 whole entry, looked up): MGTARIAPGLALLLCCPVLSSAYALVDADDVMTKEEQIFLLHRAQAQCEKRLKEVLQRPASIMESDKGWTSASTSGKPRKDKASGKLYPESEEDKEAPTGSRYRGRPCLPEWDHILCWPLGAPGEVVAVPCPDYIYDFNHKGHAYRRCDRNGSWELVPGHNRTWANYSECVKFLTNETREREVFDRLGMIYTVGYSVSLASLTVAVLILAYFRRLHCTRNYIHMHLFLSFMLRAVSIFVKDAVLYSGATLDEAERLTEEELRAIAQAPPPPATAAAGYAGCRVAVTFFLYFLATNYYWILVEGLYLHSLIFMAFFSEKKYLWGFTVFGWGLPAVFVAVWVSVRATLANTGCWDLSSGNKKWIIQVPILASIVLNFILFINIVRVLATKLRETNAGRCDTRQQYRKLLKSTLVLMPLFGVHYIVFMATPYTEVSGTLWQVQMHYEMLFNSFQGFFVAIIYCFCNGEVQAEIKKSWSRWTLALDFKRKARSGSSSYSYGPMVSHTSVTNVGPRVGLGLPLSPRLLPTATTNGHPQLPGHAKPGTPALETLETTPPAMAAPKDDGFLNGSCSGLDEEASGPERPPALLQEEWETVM
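HEK-293-derived GP2 cells expressing PTHR1 and a GloSensor cAMP reporter, 3,000/well, plated overnight, given luciferin plus IBMX (each 0.5 mM as added) for 1 h at 37 °C, then compound for 1 h at 37 °C. Luminescence was read after 15 min at room temperature.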
GLP1R cytotox – cytotoxicity in counter-screen for GLP-1R inverse agonists; Potency, µM (highest dose often 38.3 µM), for the others: at the top dose activity change, negative = inhibition, most hits filed as inhibitors; HEK293 cAMP-luciferase reporter cells, luminescence, 24 h; 410,000 compounds, 0.13% hits;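 further: loss of luciferase light is scored as toxicity; potency means the concentration at half of the fitted maximal effect; on the % scale 0 is the no-effect control and ±100 the full control effect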
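Compound-treated cells are incubated 24 hr at 37 deg C under 5% CO2 after a 12 hour attachment period, then luciferase detection reagent is added and luminescence is measured following 12 min at room temperature; lowered signal indicates toxicity.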
Mm-Cpn inhibitor – inhibitors of Methanococcus maripaludis chaperonin (MmCpn); purified Mm-Cpn ATPase, ADP Transcreener TR-FRET; AID 504842; Potency, µM (top dose mostly 76.9 µM), for the others: at the highest dose activity, negative = inhibition, hits mostly inhibitors; 330,000 compounds, 0.031% hits; further: potency means the concentration at half of the fitted maximal effect; on the % scale 0 is the no-effect control and ±100 the full control effect; nearly all actives have a fitted effect of over 80% in size
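Compound-treated chaperonin, 25 nM final, turns over 10 uM ATP at 37°C for 30 min following a 10 min preincubation; ADP generated competes with ADP-d2 for Eu-cryptate antibody, lowering FRET.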
TDP43 rescue – inhibitors of TDP-43 toxicity in yeast; TDP-43 expressing yeast growth rescue, BacTiter-Glo, 24 h; Potency, µM (top dose mostly 46.1 µM), for inactives: at the top dose growth rescue (activation), hits mostly activators; 410,000 compounds, 1.8% hits; further: potency means the concentration at half of the fitted maximal effect; % of control where 0% means no effect; nearly all actives have a fitted effect of over 50% in size
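Galactose-induced TDP-43 yeast, OD600=0.02, compound pinned; 24 hr, 30 deg C; BacTiter-Glo luminescence for growth. Inhibitors of TDP-43 toxicity read as activators.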
pAkt inh – inhibitors of Akt phosphorylation. Neuro2A IGF-stimulated pAkt S473 HTRF, 20 min; stronger effect = lower value. activity change, % for hits at 50 µM. 360,000 compounds, 0.32% hits; in the data active means activity change below about -80%; inconclusive means mostly about -51% to -80%; further: on the % scale 0 is the no-effect control and ±100 the full control effect
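Neuro2A cells (4,500/well, DMEM with 0.5% FBS) were treated with compound at a single 50 µM final concentration, stimulated with 6 nM IGF for 20 min at 37 °C, and lysed. Phospho-Akt Ser473 was read by HTRF as 665/615 ratio ×10^4.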
Active calls of the source: *; i = inactive; ? = inconclusive; . = not tested or not shown; [ ] = dose if it differs, or a comment. Unless noted, the call rests on the fitted dose curve; in most records, active means well fitted curve in the direction sought with a large enough effect; inconclusive means small, poorly fitted or top-dose-only effect, or another doubt; inactive means no such curve, though single readings can be large; an effect the other way counts as inactive or inconclusive. Some of the compounds tested; the hit share may differ from the screen's.

SMILES | Abeta rescue | aSyn rescue | GLP1R inv ag | FUS suppressor | PTHR1 ag | GLP1R cytotox | Mm-Cpn inhibitor | TDP43 rescue | pAkt inh
Cc1ccc(C)c(NC(=O)CSc2c3c(nc4ccc(Cl)cc24)CCCC3)c1 | 15% | . | 10% | 12% | -55%[inhibitor] | -21% | . | 19% | .
Cc1ccc(CS(=O)(=O)CCC(=O)NCCC(C)C)cc1 | -14% | -8% | 0% | 10% | -1%[57.5 µM] | 1% | 0% | -20% | i
CC(C)C(NC(=O)CCN1C(=O)c2ccccc2C1=O)c1ccccc1 (configuration not stated) | 7% | -12% | 1% | 2% | -27% | 13% | 0% | -11% | i
Cc1c(N2C(=O)SC(CC(=O)O)C2=O)c(=O)n(-c2ccccc2)n1C (configuration not stated) | 0% | 0% | 9% | -11% | ? | 11% | 2% | -9% | i
COc1cccc(-c2nnc(-c3ccc(C)o3)o2)c1 | -7% | -8% | 0% | 21% | -3%[57.5 µM] | -25% | -4% | 21% | i
COCCCN1C(=O)C(CC(=O)NCc2cccs2)CC(C(=O)N(C)C)=C1C (configuration not stated) | -10% | -9% | -1% | -24% | -2% | -6% | . | 0% | i
Fc1ccc(-c2nnc(CSc3nnc(-c4ccc5c(c4)OCO5)o3)o2)cc1 | 3% | 4% | -2% | 9% | -8% | -7% | -12% | 16% | i
COc1cc2ccccc2cc1C(=O)Nc1ccc(C)cn1 | -1% | -7% | 45% | -10% | -8% | -9% | 0% | 11% | i
O=C(O)CCCc1nc2ccccc2s1 | -5% | -2% | 2% | -5% | -8% | -4% | 1% | -12% | i
CC1CCCC(C)N1S(=O)(=O)c1ccc(S(=O)(=O)N2CCOCC2)cc1 (configuration not stated) | 9% | ? | 17% | 19% | i | 4% | 1% | -5% | i
Cn1c(/C=C/N(Cc2ccccc2)c2ccccc2)c([N+](=O)[O-])c(=O)n(C)c1=O | -13% | -10% | -11% | -18% | -28% | 4% | 0% | -1% | i
O=C1CN(C(=O)c2ccc(S(=O)(=O)N3CCCC3)cc2)C(c2ccccc2)c2cc(F)ccc2N1 (configuration not stated) | 6% | . | -4% | 35% | i | -6% | . | 13% | .
O=C(CN1CCCc2ccccc21)N/N=C/c1ccccc1O | 31% | -1% | ? | . | -21% | ? | 1% | -12% | i
O=c1cc(-c2ccc(O)c(-c3c(O)cc(O)c4c(=O)cc(-c5ccc(O)cc5)oc34)c2)oc2cc(O)cc(O)c12 | -2% | 1% | 159%[activator] | ? | ? | 0% | -5% | 6% | i
Cc1ccc(NC(=S)NC2CC3CCC(C2)N3Cc2ccco2)c(C)c1 (configuration not stated) | 5% | 1% | -7% | 14% | i | 2% | 1% | -12% | i
CCOC(=O)C(C)n1cnc2c(nnn2-c2ccccc2)c1=O (configuration not stated) | 0% | 3% | 3% | -30% | i | 3% | 0% | 11% | i
CC1(C(=O)NS(=O)(=O)c2cccc(Cl)c2)CCN1C(=O)Cc1ccc(Cl)cc1Cl (configuration not stated) | -4% | 0% | -26% | 13% | -16% | -12% | . | 7% | i
COc1ccc(-n2c(C)cc(-c3csc(N)n3)c2C)cc1 | -5% | 2% | -1% | . | -10% | 19% | -2% | -2% | i
CCN(CC)C(=O)[C@H]1CC(CC(=O)NCCN2CCOCC2)C(=O)N2CCc3c([nH]c4ccccc34)[C@]12C (some centres not stated) | -5% | -2% | 17% | -11% | -18% | 7% | 0% | 2% | i
O=C(/C=C/c1ccc(Cl)cc1Cl)OCC(=O)N1CCCC1 | -29% | 0% | 2% | 3% | -34%[inhibitor] | -13% | 0% | ? | i
Cc1c(NC(=O)COC(=O)C2(c3ccc(F)cc3)CCCC2)c(=O)n(-c2ccccc2)n1C | -6% | 6% | -19% | 6% | -33% | 14% | 0% | -3% | i
CCc1cc(C(=O)NNC(=S)NC2CCCCC2)cs1 | 46% | -1% | ? | 20% | i | -20% | -1% | ? | i
CC(=O)c1ccc(Nc2nc(C(N)C(C)C)cs2)cc1 (configuration not stated) | -8% | -14% | -26% | 1% | -23% | -12% | . | 21% | .
O=C(O)[C@H](Cc1ccccc1)N1C(=O)c2ccncc2C1=O | 4% | 1% | 11% | 26% | -11%[57.5 µM] | 5% | -2% | -13% | .
O=C(OCc1cc2ccccc2[nH]c1=O)C1CCCCC1 | 8% | -4% | 1% | -1% | i | -10% | 0% | -7% | i
Cc1ccc(C)c(CN2C(=O)c3ccccc3S(=O)(=O)c3ccc(C(=O)N4CCc5ccccc54)cc32)c1 | 16% | . | 6% | 15% | i | 16% | . | 24% | .
Clc1ccc(-c2csc(NNC3=NCCCCC3)n2)cc1 | 10% | -1% | ? | ? | -8%[57.5 µM] | 7% | -1% | -12% | -111%*
Cn1c(N)c(C(=O)N/N=C/c2ccccc2)sc1=S | 4% | -4% | -10% | 1% | -27% | ? | 1% | -3% | i
COc1ccc(OC)c2c1cc(C(=O)N[C@H](C(=O)N1CCC(C(=O)O)CC1)C(C)C)n2C | -3% | -2% | 13% | 17% | i | 1% | -1% | 1% | i
O=C(c1ccc(C(F)(F)F)cc1)C1CCCN(C(=O)Cn2cncn2)C1 (configuration not stated) | 11% | 2% | 8% | . | i | 9% | 0% | -13% | i

Profiles as entered above.
Results for `COc1ccc(OC)c2c1cc(C(=O)N[C@H](C(=O)N1CCC(C(=O)O)CC1)C(C)C)n2C` = Abeta rescue = -3%; aSyn rescue = -2%; GLP1R inv ag = 13%; FUS suppressor = 17%; PTHR1 ag = i; GLP1R cytotox = 1%; Mm-Cpn inhibitor = -1%; TDP43 rescue = 1%; pAkt inh = i
Results for `COc1ccc(-n2c(C)cc(-c3csc(N)n3)c2C)cc1` = Abeta rescue = -5%; aSyn rescue = 2%; GLP1R inv ag = -1%; FUS suppressor = .; PTHR1 ag = -10%; GLP1R cytotox = 19%; Mm-Cpn inhibitor = -2%; TDP43 rescue = -2%; pAkt inh = i

Next entries.
SMILES | Abeta rescue | aSyn rescue | GLP1R inv ag | FUS suppressor | PTHR1 ag | GLP1R cytotox | Mm-Cpn inhibitor | TDP43 rescue | pAkt inh
COc1ccc(-n2c3c(c(=O)[nH]c2=O)C(C(F)(F)F)(C(F)(F)F)N=C(CC(C)C)N3)cc1 | 16% | -4% | 0% | 23% | i | 0% | 0% | -15% | i
CCCc1nn(C)c(C(=O)Nc2cccc3ccccc23)c1Cl | 10% | 10% | -17% | . | -35%[inhibitor] | 0% | 1% | 18% | i
Cc1cc(C)cc(NC(=O)c2cc(C)n(Cc3cccs3)c2C)c1 | -1% | 0% | ? | 31% | -21% | ? | -3% | -17% | i
Cc1cc(NC(=O)C(C)SCC(=O)Nc2nnc(CC(C)C)s2)no1 (configuration not stated) | 5% | -2% | 1% | . | i | -14% | -2% | 7% | i
Cc1ccnc(NC(c2ccccc2O)c2oc(CO)cc(=O)c2O)c1 (configuration not stated) | -29% | -12% | 9% | 10% | i | 4% | -6% | -9% | i
CC(C)Oc1ccc(CNC(=O)C2CCN(C(=O)N3CC(C)Oc4ccccc43)CC2)cc1 (configuration not stated) | -1% | . | ? | 19% | -29% | -7% | . | 3% | .
COc1cc(NC(=O)CSc2ncnc3sc4c(c23)CCCC4)c(C(=O)O)cc1OC | 9% | 4% | 9% | 17% | -4% | -12% | 2% | -13% | i
O=C(O)c1ccccc1SCc1cn2cc(Cl)ccc2n1 | 6% | -8% | ? | 9% | -27% | 6% | -1% | -23% | i
COc1ccc(S(=O)(=O)NCc2ccccn2)cc1NC(=O)c1ccc(C)cc1 | 7% | 1% | ? | -1% | i | ? | 1% | -5% | i
CC(OC(=O)CCCN=C1NS(=O)(=O)c2ccccc21)C(=O)c1ccccc1 (configuration not stated) | 5% | -4% | -12% | -22% | 0% | 8% | 3% | 23% | i
O=C(NNc1ccc(Cl)cc1)c1cccs1 | 24% | 17% | ? | 33% | -12% | -17% | -4% | -23%[1.82 µM] | i
CC1(C(=O)NS(=O)(=O)c2ccc(F)cc2F)CCN1C(=O)CCc1ccccc1 (configuration not stated) | 4% | 0% | 4% | -14% | i | -1% | . | 14% | i
Nc1nnc(CC(=O)Nc2ccccc2)s1 | -9% | -5% | 9% | -20% | i | 1% | 2% | -1% | i
O=C(COc1ccc(Cl)cc1Br)N1CCN(c2ccccc2)CC1 | 2% | 9% | ? | -4% | -2%[57.5 µM] | -4% | 0% | -4% | i
CCn1c(SCC(=O)NCC2CCCO2)nc2c(c1=O)SC(C)C2 (configuration not stated) | 2% | -6% | 3% | -13% | i | 0% | -1% | 8% | i
COC(=O)CC1=C(C(=O)OC)C(c2cc(OC)c(OC)cc2OC)C(C#N)=C(N)O1 (configuration not stated) | 3% | 3% | 41% | -8% | i | 0% | 0% | -15% | i
COc1ccnc(NCc2cccnc2)c1C#N | 10% | -8% | 0% | 27% | i | 7% | -2% | -21% | .
CCOC(=O)c1c(NC(C)=O)c2c3c(sc2n1Cc1nc(-c2ccccc2OCC)oc1C)CCCC3 | -58%[inhibitor] | . | 13% | 17% | 7% | -3% | . | 13% | .
CCOC(=O)c1ccccc1NC(=O)CN(c1ccccc1OC)S(=O)(=O)c1ccc(C)cc1 | -1% | . | -19% | 36% | i | -5% | . | -9% | .
O=C(O)CSCC(=O)N1CCN(c2nc3cc(Cl)ccc3s2)CC1 | -23% | -4% | 34%[activator] | -3% | -8% | -18% | 1% | -4% | i
